EPAC2 antag = qHTS for Antagonist of cAMP-regulated guanine nucleotide exchange factor 2 (EPAC2): primary screen | EPAC2 GEF exchange of Rap1B-BODIPY-GDP, fluorescence | Rap guanine nucleotide exchange factor 4 (Homo sapiens), Q8WZA2 | hit rate 0.18% among 360,000 | Potency, µM (series often up to 114 µM), for the others: at the highest dose activity, negative = inhibition, usual class: inhibitors | AID 720708, 2013; further: potency means the concentration at half of the fitted maximal effect; on the % scale 0 is the no-effect control and ±100 the full control effect; nearly all actives have a fitted effect of over 45% in size; many of its hits are not listed in these tables
Target sequence (Q8WZA2 whole entry, looked up): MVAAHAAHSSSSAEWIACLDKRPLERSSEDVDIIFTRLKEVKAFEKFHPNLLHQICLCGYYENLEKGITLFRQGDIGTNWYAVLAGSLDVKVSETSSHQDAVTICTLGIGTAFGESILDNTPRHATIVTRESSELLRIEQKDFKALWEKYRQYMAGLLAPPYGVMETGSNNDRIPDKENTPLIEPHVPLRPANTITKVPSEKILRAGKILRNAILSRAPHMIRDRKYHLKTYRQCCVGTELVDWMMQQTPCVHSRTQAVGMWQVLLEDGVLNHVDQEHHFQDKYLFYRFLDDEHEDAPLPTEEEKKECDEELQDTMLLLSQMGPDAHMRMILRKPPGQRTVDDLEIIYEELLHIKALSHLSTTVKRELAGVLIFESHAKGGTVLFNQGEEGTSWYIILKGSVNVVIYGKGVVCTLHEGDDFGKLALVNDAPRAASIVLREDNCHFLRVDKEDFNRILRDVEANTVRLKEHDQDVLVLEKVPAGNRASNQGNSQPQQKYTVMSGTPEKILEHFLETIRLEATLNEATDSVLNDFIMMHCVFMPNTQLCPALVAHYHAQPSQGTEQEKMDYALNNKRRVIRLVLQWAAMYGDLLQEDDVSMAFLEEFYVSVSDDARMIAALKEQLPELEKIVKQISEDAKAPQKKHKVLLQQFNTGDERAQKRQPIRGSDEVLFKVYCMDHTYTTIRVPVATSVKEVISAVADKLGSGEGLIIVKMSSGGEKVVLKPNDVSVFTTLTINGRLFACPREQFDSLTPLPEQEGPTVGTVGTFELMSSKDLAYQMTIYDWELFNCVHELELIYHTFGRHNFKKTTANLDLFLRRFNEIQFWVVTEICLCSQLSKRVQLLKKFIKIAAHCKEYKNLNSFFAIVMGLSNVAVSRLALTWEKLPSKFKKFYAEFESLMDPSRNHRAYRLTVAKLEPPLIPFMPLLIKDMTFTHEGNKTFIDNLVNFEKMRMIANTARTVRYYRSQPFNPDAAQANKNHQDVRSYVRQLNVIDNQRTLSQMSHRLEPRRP
EPAC1 antagonist = qHTS for Antagonist of cAMP-regulated guanine nucleotide exchange factor 3 (EPAC1): primary screen. EPAC1 GEF assay, Rap1b-BODIPY-GDP exchange fluorescence. Potency, µM (series often up to 115 µM), without a hit: at the highest dose activity change, negative = inhibition, actives largely listed as inhibitors. hit rate 0.14% among 360,000. AID 720709, 2013;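 further: potency means the concentration at half of the fitted maximal effect; plate controls were vehicle for no effect and positive control for full effect; nearly all actives have a fitted effect of over 50% in size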
PLK1 PBD inh = qHTS for Inhibitors of PLK1-PDB (polo-like kinase 1 - polo-box domain): Primary Screen | Serine/threonine-protein kinase PLK1 (Homo sapiens), P53350 | Plk1 PBD binding of FITC phosphopeptide, fluorescence polarization | Potency, µM, for the others: max response, negative = inhibition, most hits filed as inhibitors | hit rate 2.8% among 360,000 | AID 720504, 2013; further: potency means the concentration at half of the fitted maximal effect; series mostly up to about 57 µM; on the % scale 0 is the no-effect control and ±100 the full control effect; nearly all actives have a fitted effect of over 65% in size
PI5P4Ka inh = qHTS for Inhibitors of phosphatidylinositol 5-phosphate 4-kinase (PI5P4K). Phosphatidylinositol 5-phosphate 4-kinase type-2 alpha (Homo sapiens), P48426. AID 652105, 2013. hit rate 1.2% among 330,000. PI5P4Kalpha enzyme, ADP-Glo luminescence, 60 min; stronger effect = lower value. max response, %; active means max response of -50% or lower; inconclusive means between -30% and -50%; inactive means -30% or higher; further: value at the top dose of about 77 µM; on the % scale 0 is the no-effect control and ±100 the full control effect
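Reactions run in 0.038 M HEPES pH 7.4, 0.28 mM EGTA, 0.1% CHAPS and 5% DMSO, with PI5P4Kalpha, substrate, compound and 5 microM ATP final, one hour at room temperature. Readout is ADP-Glo luminescence.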
CCT modulator = High-Throughput Screening for Modulators of Cytosolic Chaperonin Activity | purified chaperonin ATPase assay, HTRF ADP detection, 30 min | AID 651819, 2012 | hit rate 0.3% among 360,000 | activity change, % (concentration not given with the values), hits read low; in the data active means activity change below about -30%; further: on the % scale 0 is the no-effect control and ±100 the full control effect
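Nucleotide hydrolysis assay: TRiC at 20–40 nM final (set by batch activity) with 10 uM ATP, 30 min at 37 °C, in presence of 76 uM compound. Detection by competitive ADP HTRF, 30 min ambient.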
MmCpn inh = Inhibitors of TCP-1 ring complex (TRiC) of Methanococcus maripaludis (MmCpn): qHTS | Chaperonin Mm-Cpn (Methanococcus maripaludis) | purified Mm-Cpn ATPase, ADP Transcreener TR-FRET | Potency, µM (series often up to 76.9 µM), without a hit: top-dose activity, negative = inhibition, usual class: inhibitors | hit rate 0.031% among 330,000; further: potency means the concentration at half of the fitted maximal effect; on the % scale 0 is the no-effect control and ±100 the full control effect; nearly all actives have a fitted effect of over 80% in size
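Eu-cryptate anti-ADP/ADP-d2 competition gives a ratio inversely related to ADP. Enzyme at 25 nM was pre-exposed to compound for 10 min, then given 10 uM ATP for 30 min, 37°C throughout.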
EPAC1 ag = qHTS for Agonist of cAMP-regulated guanine nucleotide exchange factor 3 (EPAC1): primary screen | EPAC1 agonist qHTS, biochemical assay; response scale: 100% = response to 6.5 mM cAMP | hit rate 0.073% among 360,000 | Potency, µM (highest dose often 154 µM), inactives show top-dose activation, most hits filed as activators | AID 720707, 2013 | Rap guanine nucleotide exchange factor 3 (Homo sapiens), O95398; further: potency means the concentration at half of the fitted maximal effect; nearly all actives have a fitted effect of over 60% in size
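Fluorescent GDP-exchange assay: 100 nM EPAC1 with 250 nM Rap1B preloaded with BODIPY-GDP and 50 uM GDP; compounds tested as concentration series, 5 min at room temperature, then read every 5 min for 30 min (ex 480/em 540 nm); normalized to 6.5 mM cAMP.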
WRN inhibitor = qHTS for Inhibitors of WRN Helicase; Bifunctional 3'-5' exonuclease/ATP-dependent helicase WRN (Homo sapiens), Q14191; WRN helicase unwinding, fluorescent forked duplex, kinetic; Potency, µM (doses to about 114 µM), without a hit: top-dose activity change, negative = inhibition, actives largely listed as inhibitors; hit rate 0.46% among 360,000; further: potency means the concentration at half of the fitted maximal effect; on the % scale 0 is the no-effect control and ±100 the full control effect; nearly all actives have a fitted effect of over 55% in size
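Kinetic fluorescence helicase assay: unwinding of a quenched forked DNA duplex (100 nM final) with 2 mM ATP final raises red fluorescence (525/598 nm). Compounds sat 15 min at room temperature with 20 nM WRN beforehand.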
* hit, by the source's call; u = inconclusive; x = no result given; [ ] = remark or other dose. Unless noted, the call rests on the fitted dose curve; in most records, active means well fitted curve in the direction sought with a large enough effect; inconclusive means small, poorly fitted or top-dose-only effect, or another doubt; inactive means no such curve, though single readings can be large; an effect the other way counts as inactive or inconclusive.

#	Compound	EPAC2 antag	EPAC1 antagonist	PLK1 PBD inh	PI5P4Ka inh	CCT modulator	MmCpn inh	EPAC1 ag	WRN inhibitor
1	CC1=NN(c2ccccc2)C(=O)/C1=C/c1cccs1	15%	-6%	17µM*	9	-0.5	-2%	-6%	u
2	CCCNC(=O)c1onc(CSc2ccc(Cl)cc2)c1C(=O)NC(C)C	-24%	-11%	u	6	-14	0%	1%	-6%
3	CC(C)Cn1c(-c2csc3ccccc23)n[nH]c1=S	-17%	-28%	-12%	9	2.5	-4%	0%	-28%
4	CCOC(=O)C1=C(C)NC(=O)NC1c1cc(C)sc1C (configuration not stated)	0%	-2%	-9%	-8	-0.6	4%	2%	-6%
5	CC1CCN(c2ccc(S(=O)(=O)N3CCC(C)CC3)cc2N)CC1	-9%	-22%	-7%	5	0.6	-1%	7%	-4%
6	COc1c2ccccc2c(OC)c2ccccc12	7%	4%	-14%	-2	1.3	0%	-5%	-1%
7	O=C(CN1C(=O)CCC1=O)c1ccc(-c2ccccc2)cc1	20%	11%	0%	6	-0.2	u	1%	-4%
8	C/C(=N\NC(=O)c1cc(-c2cccc(OC(C)C)c2)nc2ccccc12)c1cccnc1	u	-1%	4%	1	-0.5	-5%	4%	-1%
9	Cc1ccc(CNC(=O)[C@]2(C)CCC[C@@]3(C)C4CC[C@@]5(C)C[C@]4(CCC32)CC5=O)cc1 (some centres not stated)	-3%	1%	2%	1	-0.9	1%	0%	6%
10	CCN1C(=O)C(CC(=O)NCc2ccc(Cl)cc2)N(CC)C1=O (configuration not stated)	3%	3%	1%	x	-6.1	0%	5%	-5%
11	COC(=O)[C@@]12CCCCN1[C@H](c1ccc(-c3ccc(F)cc3)cc1)[C@@H]1C(=O)N(C)C(=O)[C@@H]12	-18%	-23%	-3%	20	-1.0	-2%	8%	-11%
12	O=C1N(Cc2cccc(Cl)c2)C[C@@H]2C[C@@H](c3cccn3-c3cccnc3)N3CCC[C@@]123	-6%	-12%	-7%	-7	-3.3	-6%	-2%	-12%
13	CCOc1ccc(NC(=O)CN2CCN(CC(=O)Nc3ccc4c(c3)OCO4)CC2)cc1	8%	1%	-4%	2	2.4	3%	1%	5%
14	N#Cc1nc(-c2ccco2)oc1N1CCN(c2cccc(Cl)c2)CC1	12%	14%	-1%	x	0.0	-7%	11%	-10%
15	CC(=O)c1ccc(NC(=O)Cn2cnc(S(=O)(=O)N3CCCCC3)c2)cc1	5%	-6%	-14%	1	-1.3	1%	0%	5%
16	Cc1ccc(S(=O)(=O)N2CCC(C(=O)NNC(=O)c3ccc(F)cc3)CC2)cc1	11%	-3%	u	-1	-4.4	0%	8%	5%
17	CCN(CC)S(=O)(=O)c1ccc(-c2nnc(SCC(C)=O)o2)cc1	1%	-5%	-7%	-4	-0.9	-1%	-1%	-2%
18	NC(=O)COC(=O)/C=C/c1cccc(Br)c1	2%	6%	-9%	-5	-0.2	4%	5%	-2%
19	CN(C)C=Nc1nonc1N	13%	11%	1%	-1	-0.2	2%	2%	10%[57.1 µM]
20	O=C(Cn1cccc1C(=O)c1ccccc1)NCc1ccco1	11%	9%	1%	-5	0.1	-4%	-6%	6%
21	COc1ccccc1NC(=O)CCn1c(=O)c2cccn2c2ccccc21	-20%	11%	-4%	0	1.9	0%	-8%	-4%
22	COc1cccc(C(=O)OCC(=O)Nc2cc(C)c(C)cc2[N+](=O)[O-])c1	-8%	13%	-8%	-4	2.7	-2%	3%	-15%
23	N#Cc1c(C(F)(F)F)cc(-c2ccccc2)nc1SCCN1CCOCC1	-10%	23%	-10%	x	-1.7	-6%	14%	-12%
24	COc1cccc(CN2CCN(Cc3ccc(OC)c(OC)c3)CC2CCO)c1 (configuration not stated)	-3%	1%	2%	-1	-1.0	-2%	1%	1%
25	CCC1(c2ccccc2)NC(=S)N(c2ccc(C)c(C)c2)N1 (configuration not stated)	7%	-13%	-14%	-16	0.8	-9%	7%	0%
26	CCCOc1ccc(/C=C/C(=O)Nc2ccc([N+](=O)[O-])cc2C)cc1OC	3%	2%	-2%	-1	-2.4	0%	-6%	6%
27	C=CCc1ccccc1OCC(O)Cn1ccnc1C (configuration not stated)	2%	-1%	2%	x	-0.2	-2%	-1%	3%
28	COc1ccc(C(=S)Nc2ccccc2)cc1	2%	1%	-3%	5	-1.9	1%	6%	-2%
29	CC(C)(C)c1cc[n+](/C(C(=S)Nc2ccccc2F)=C(/[O-])c2ccc3c(c2)OCCO3)cc1	4%	1%	-29%	u	-5.7	-4%	2%	-8%
30	CC(C)C(C)(C#N)NC(=O)CSc1nc(C2CCCCC2)n(-c2ccccc2)n1 (configuration not stated)	-21%	-36%	-5%	7	-33*	2%	-5%	1%
31	Cc1cc2c(C)nc(-c3ccccc3)nc2o1	-4%	-17%	-4%	2	1.5	0%	4%	-8%
32	COc1ccc(OC)c(C2N(c3cc(C)on3)C(=O)C3CCCN32)c1 (configuration not stated)	-2%	5%	-11%	x	-5.5	1%	6%	10%
33	CCN(CC)S(=O)(=O)c1ccc(N2CCCC2)c(NC(=O)c2nn(C)c(=O)c3ccccc23)c1	10%	-6%	1%	3	-1.8	-1%	0%	9%
34	CCN(CC)CCNCC(O)(c1ccc(Cl)cc1)c1ccc(Cl)cc1	12%	-9%	-23%	21	-2.8	-3%	1%	1%
35	C=CCn1cccc(C(=O)Nc2cc(OC)ccc2OC)c1=O	-8%	-16%	-6%	2	-2.6	2%	7%	-32%
36	CCN(CCCNC(=O)CN1C(=O)COc2ccccc21)c1ccccc1	-12%	-18%	-7%	x	-1.1	-1%	10%	-4%

A second format for 3 compounds above:
25: CCC1(c2ccccc2)NC(=S)N(c2ccc(C)c(C)c2)N1 (configuration not stated)
  EPAC2 antag = 7%
  EPAC1 antagonist = -13%
  PLK1 PBD inh = -14%
  PI5P4Ka inh = -16
  CCT modulator = 0.8
  MmCpn inh = -9%
  EPAC1 ag = 7%
  WRN inhibitor = 0%

26: CCCOc1ccc(/C=C/C(=O)Nc2ccc([N+](=O)[O-])cc2C)cc1OC
  EPAC2 antag = 3%
  EPAC1 antagonist = 2%
  PLK1 PBD inh = -2%
  PI5P4Ka inh = -1
  CCT modulator = -2.4
  MmCpn inh = 0%
  EPAC1 ag = -6%
  WRN inhibitor = 6%

27: C=CCc1ccccc1OCC(O)Cn1ccnc1C (configuration not stated)
  EPAC2 antag = 2%
  EPAC1 antagonist = -1%
  PLK1 PBD inh = 2%
  PI5P4Ka inh = x
  CCT modulator = -0.2
  MmCpn inh = -2%
  EPAC1 ag = -1%
  WRN inhibitor = 3%

Going on with the list.
#	Compound	EPAC2 antag	EPAC1 antagonist	PLK1 PBD inh	PI5P4Ka inh	CCT modulator	MmCpn inh	EPAC1 ag	WRN inhibitor
37	Cc1cc(C)nc(N(C#N)Cc2cccc3ccccc23)n1	-9%	-7%	0%	1	-2.4	1%	15%	-4%
38	COc1ccc(C(=O)OCC(=O)Nc2ccc(F)c(F)c2)cc1OC	-1%	-1%	u	-4	1.3	2%	1%	1%
39	CS(=O)(=O)N1CCCCC1c1cc(C(=O)Nc2cccc(C#N)c2)no1 (configuration not stated)	10%	5%	0%	-10	-1.6	x	-3%	3%
40	CC1NC(=O)c2cc3ccccc3cc2-n2c1nc1ccccc1c2=O (configuration not stated)	-30%	-12%	-3%	2	-0.2	x	-13%	7%
41	COc1cccc(/C=C/C(=O)Nc2ccccc2N2CCOCC2)c1	-2%	-18%	-5%	3	0.3	1%	-2%	-6%
42	CC1CCCN(C(=O)COC(=O)Cn2cnc3ccccc32)C1 (configuration not stated)	11%	5%	0%	-5	-2.4	2%	4%	-5%
43	CCOC(=O)c1c(NC(=S)Nc2ccc(Cl)cc2)sc(C)c1C	-4%	-23%	-15%	0	-0.7	-1%	11%	-10%
44	O=C(CNC(=O)c1ccccc1)OCC(=O)c1cccs1	3%	-11%	-13%	-26	-0.4	-3%	0%	-1%
45	Cc1oc2c(c(C)cc3oc(=O)c(CC(=O)NCC(=O)NCC(=O)NCC(C)O)c(C)c32)c1C (configuration not stated)	-6%	1%	-4%	2	-1.3	-1%	7%	4%
46	CC(=O)c1cc(C(=O)N2CCCC(C(=O)c3ccc(Cl)cc3)C2)cs1 (configuration not stated)	18%	-9%	-1%	-3	0.9	-5%	-3%	u
47	C=C(C)COC(=O)c1ccccc1C(=O)OCC1(C)CO1 (configuration not stated)	6%	1%	-6%	-3	0.0	x	2%	2%
48	COc1cccc(NC(=O)N(C)C[C@@H]2Oc3cc(Br)ccc3S(=O)(=O)N([C@@H](C)CO)C[C@H]2C)c1	-4%	9%	-5%	2	-2.0	x	9%	0%
49	Cc1ccc(C)c(NC(=O)c2cc[n+](C)cc2)c1	-2%	-7%	-2%	-4	-1.1	-1%	1%	-32%
50	COc1ccc(-c2nc(CS(=O)CC(=O)NCc3ccco3)c(C)o2)cc1OC (configuration not stated)	4%	-14%	-20%	-11	-0.7	1%	8%	-4%
51	O=C(Nc1cccc(Cl)c1N1CCOCC1)c1ccc(Br)o1	-11%	3%	-4%	16	-4.1	1%	14%	-35%
52	CC(C)[C@H](NC(=O)N1CCn2c1nc1ccccc12)C(=O)N1CCCCC1	-4%	0%	-5%	-2	0.7	1%	-1%	-1%
53	COC(=O)[C@@H](Cc1c[nH]c2ccccc12)NC(=O)CCC(=O)c1ccc(Br)cc1	-15%	-7%	4%	4	1.9	2%	7%	1%
54	Cc1cc(OCC(=O)Nc2cccnc2)c2c(C)c(C)c(=O)oc2c1	1%	31%[activator]	-11%	-3	-1.3	-18%	11%	-2%

High-throughput results deposited in PubChem BioAssay by National Center for Advancing Translational Sciences (NCATS).

Some of the compounds tested; rates above refer to the full screens.
